SNCA viab count – GF-AFC viability counterscreen for inhibitors of alpha-synuclein gene (SNCA) expression. Potency, µM (doses to about 57.1 µM), without a hit: at the highest dose activity change, negative = cytotoxicity, usual class: cytotoxic. AID 1671193, 2021. HEK-293-SNCA-luc viability, GF-AFC fluorescence, 24 h. 0.12% of 150,000 active;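 further: potency means the concentration at half of the fitted maximal effect; 0% = DMSO-treated cells and -100% = medium-only wells without cells; nearly all actives have a fitted effect of over 30% in size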
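HEK-293-SNCA-luc cells (1500/well) plated 24 h, then exposed 24 h to a dilution series; GF-AFC added 30 min at 37C, fluorescence 405/540 nm; normalised to medium-only and DMSO wells, Hill fit.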
GPT2 inh – Primary qHTS assay for inhibitors of Glutamate pyruvate transaminase 2 (GPT2) | Alanine aminotransferase 2 (Homo sapiens), Q8TD30 | Recombinant GPT2, coupled pyruvate oxidase/HRP Amplex Red fluorescence | Potency, µM (top dose mostly 57.7 µM), for inactives: at the top dose activity change, negative = inhibition, usual class: inhibitors | 0.25% of 100,000 active; further: potency means the concentration at half of the fitted maximal effect; nearly all actives have a fitted effect of over 60% in size; many of its hits are not listed in these tables
Target sequence (Q8TD30 whole entry, looked up): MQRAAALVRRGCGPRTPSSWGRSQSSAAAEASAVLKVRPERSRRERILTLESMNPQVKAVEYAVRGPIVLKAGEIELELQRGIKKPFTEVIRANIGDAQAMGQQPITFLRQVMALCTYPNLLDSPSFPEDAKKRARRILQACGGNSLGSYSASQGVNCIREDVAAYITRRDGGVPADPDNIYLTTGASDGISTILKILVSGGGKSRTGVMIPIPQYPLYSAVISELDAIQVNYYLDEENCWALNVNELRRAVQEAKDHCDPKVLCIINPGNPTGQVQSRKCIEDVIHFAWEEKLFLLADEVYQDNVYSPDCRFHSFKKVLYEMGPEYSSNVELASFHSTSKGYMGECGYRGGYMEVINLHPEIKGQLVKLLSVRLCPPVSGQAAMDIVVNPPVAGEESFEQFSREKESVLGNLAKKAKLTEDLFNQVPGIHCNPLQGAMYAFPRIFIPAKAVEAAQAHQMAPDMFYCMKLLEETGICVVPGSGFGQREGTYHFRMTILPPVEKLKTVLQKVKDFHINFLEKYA
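Fluorescence read-out: pyruvate from GPT2 turnover coupled to pyruvate oxidase, HRP and Amplex Red (0.2mM ThPP, 0.2U/mL PO and HRP, 50uM Amplex final). Substrates 250uM a-KG, 2mM L-alanine; enzyme 10ng/uL; 30 min RT.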
IP6K1 inh – Primary qHTS assay for small molecule inhibitors of Inositol hexaphosphate kinase 1 (IP6K1); Inositol hexakisphosphate kinase 1 (Homo sapiens), Q92551; IP6K1 kinase, ADP-Glo luminescence, 2 h; active compounds read low; activity change, % (series mostly up to about 58 µM); 0.81% of 140,000 active; in the data active means activity change below about -25%
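ADP-Glo luminescence measures ADP made by human IP6K1 during a 2 h RT reaction with ATP/IP6 (mix at 1.3 mM/130 uM); top library doses 57.5 and 19.1 uM final.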
SNCA expr inhib – Primary qHTS assay for inhibitors of alpha-synuclein gene (SNCA) expression | HEK-293 SNCA-luciferase knock-in, luminescence, 24 h | Potency, µM (series often up to 57.2 µM), for the others: top-dose activity change, negative = inhibition, usual class: inhibitors | 0.17% of 140,000 active;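 further: potency means the concentration at half of the fitted maximal effect; plate controls were DMSO cells for no effect and cell-free wells for full effect; nearly all actives have a fitted effect of over 45% in size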
Luciferase inh – Firefly luciferase inhibition profiling of diverse chemical library using quantitative high-throughput screening. Luciferin 4-monooxygenase (Photinus pyralis), P08659. purified P. pyralis luciferase, luminescence, biochemical. Potency, µM (doses to about 115 µM), for inactives: top-dose activity change, negative = inhibition, most hits filed as inhibitors. 2.5% of 76,000 active. AID 1347043, 2019; further: potency means the concentration at half of the fitted maximal effect; nearly all actives have a fitted effect of over 65% in size
Target sequence (P08659 whole entry, looked up): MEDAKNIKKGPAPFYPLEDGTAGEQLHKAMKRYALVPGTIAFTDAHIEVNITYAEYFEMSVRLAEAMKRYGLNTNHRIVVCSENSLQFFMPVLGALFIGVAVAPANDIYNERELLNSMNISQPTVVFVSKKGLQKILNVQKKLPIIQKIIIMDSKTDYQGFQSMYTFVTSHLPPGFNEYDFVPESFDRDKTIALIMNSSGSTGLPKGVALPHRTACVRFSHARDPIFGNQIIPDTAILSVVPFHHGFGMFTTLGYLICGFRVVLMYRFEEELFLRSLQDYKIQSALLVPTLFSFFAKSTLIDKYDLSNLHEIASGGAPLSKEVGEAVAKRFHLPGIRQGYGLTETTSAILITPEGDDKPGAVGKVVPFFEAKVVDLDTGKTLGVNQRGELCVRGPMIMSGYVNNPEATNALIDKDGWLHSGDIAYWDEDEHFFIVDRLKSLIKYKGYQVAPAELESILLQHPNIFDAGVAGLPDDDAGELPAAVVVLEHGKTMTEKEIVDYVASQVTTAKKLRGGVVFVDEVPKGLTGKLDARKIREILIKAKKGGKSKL
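Luminescence read by CCD imaging after purified firefly luciferase (10nM final) was added to substrate buffer holding 10uM D-luciferin and 10uM ATP, pH 7.5, pre-dosed with compound.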
HEK cytotox – Cytotoxic Profiling in HEK 293 Cell Line of Diverse Libraries Using Quantitative High-Throughput Screening | HEK 293 viability, ATP luminescence (CellTiter-Glo), 48-72 h | Potency, µM (top dose mostly 115 µM), for the others: at the top dose activity change, negative = cytotoxicity, actives largely listed as inhibitors | 6.6% of 94,000 active; further: potency means the concentration at half of the fitted maximal effect; nearly all actives have a fitted effect of over 60% in size
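Luminescence from cellular ATP, measured with CellTiter-Glo, indicates HEK 293 viability. Cells plated at 250 cells/well are treated with compound for 48 or 72 hr at 37 degree Celsius before reagent addition.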
NIH3T3 tox – Cytotoxic Profiling in NIH 3T3 Cell Line of Diverse Libraries Using Quantitative High-Throughput Screening; AID 1345082, 2018; NIH 3T3 viability, CellTiter-Glo ATP luminescence, 48-72 h; Potency, µM (top dose mostly 96.7 µM), for the others: at the highest dose activity change, negative = cytotoxicity, actives largely listed as inhibitors; 4.3% of 94,000 active; further: potency means the concentration at half of the fitted maximal effect; nearly all actives have a fitted effect of over 55% in size
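Cells were seeded at 400 per well, treated with pin-transferred compound, and kept 48 or 72 hr at 37 °C before CellTiter-Glo addition and luminescence imaging of cellular ATP.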
* = called active by the depositor; i = inactive; ? = inconclusive; · = no result given; [ ] = remark or other dose. Unless noted, the call rests on the fitted dose curve; in most records, active means well fitted curve in the direction sought with a large enough effect; inconclusive means small, poorly fitted or top-dose-only effect, or another doubt; inactive means no such curve, though single readings can be large; an effect the other way counts as inactive or inconclusive. Unless noted, on the % scale 0 is the no-effect control and ±100 the full control effect.

SMILES | SNCA viab count | GPT2 inh | IP6K1 inh | SNCA expr inhib | Luciferase inh | HEK cytotox | NIH3T3 tox
CN(C)[C@@H]1CN(Cc2ccc(C#N)cc2)CC[C@@H]1CNC(=O)C1CC1 | 3.6%[12.5 µM] | -7.6% | 7.3 | 18.8% | 5.8% | -0.6% | -0.8%
CCOc1ccc(/C=C/c2nc3ccccc3n2S(=O)(=O)c2cccc(Cl)c2)cc1 | -10.3% | · | -31.1* | -94.2% | · | · | ·
O=C1CC(c2ccccc2)N(C(=O)CC2CCCCC2)CCCCCCN1 (centres undefined) | -8.8% | i | 12.5 | -1.8% | -0.5% | ? | ?
COCC(=O)N1CCCC1c1nc(CCOc2ccc(F)cc2)no1 (centres undefined) | 8.1% | 4.7% | -7.9 | 1.4% | · | 4.5% | -4.7%
COc1ccc2c(c1)c1c(c(=O)n(Cc3ccccc3)c(=O)n1CC(=O)Nc1ccccc1OC)n2C | 6.1% | · | 4.4 | -6.7% | · | · | ·
CNc1nccc(N2CCC(CC(=O)NCCCN3CCOCC3)CC2)n1 | 5.2% | -11.0% | 1.1 | -9.9% | 7.8% | -25.8% | -13.7%
Cc1ccccc1C(=O)NC1CCCN(c2ccc3nnc(C4CC4)n3n2)C1 (centres undefined) | · | · | 7.1 | · | · | ? | -25.0%
CCOc1cc2ncc(C#N)c(Nc3ccc(F)c(Cl)c3)c2cc1NC(=O)C=CCN(C)C | -38.5% | i | · | ? | · | · | ·
COc1ccccc1C(=O)N1CCCC(C(=O)N2CCC(N3CCOCC3=O)CC2)C1 (centres undefined) | -1.7% | i | 10.5 | -19.5% | · | -0.8% | -18.9%
CS(=O)(=O)N1CCCN(C(=O)CCCc2ccccc2)c2ccccc21 | 10.9% | 4.6% | 0.7 | 6.6% | -2.6% | -6.3% | -6.3%
CC1=C(c2ccc(C)c(C)c2)S(=O)(=O)NC1=NCc1ccccc1Cl | 8.3% | · | 57.4 | -7.5% | · | · | ·
CC(=O)N1CCN(C(=O)c2nc3cccnc3n(Cc3ccccc3)c2=O)CC1 | 2.2%[12.5 µM] | 4.4% | 3.7 | -21.9% | · | -9.5% | -16.3%
CN(C)CCN1CCCN(C(=O)CCc2ccccc2)c2ccccc21 | 2.7% | -6.7% | -5.2 | 4.8% | 5.4% | ? | -17.0%
CCOC(=O)[C@@H]1CN(C(=O)C2CCCCC2)[C@H]2c3ccc(OC)cc3O[C@@H]12 | · | · | 22.4 | · | · | ? | ?
CCOC(=O)C1CCCN(S(=O)(=O)c2ccc(N3CCCCS3(=O)=O)cc2)C1 (centres undefined) | 3.9% | · | 3.0 | 6.8% | · | · | ·
C=CC(=O)N1CCCN(c2cc(NCCC(=O)O)nc(-c3ccccn3)n2)CC1 | -28.9% | i | -14.1 | · | · | · | ·
COc1cccc2c1OCCCN(Cc1nnc(-c3ccccc3)o1)C2 | 0.7% | -3.5% | 6.1 | 11.8% | 4.0% | ? | -30.0%
COc1ccccc1CNC(=O)CC(c1ccc(OC)c(OC)c1)N1Cc2ccccc2C1=O (centres undefined) | -5.8% | · | -2.0 | -15.6% | · | · | ·
CCCO[C@@H]1O[C@H](CO)[C@@H](O)[C@H](O)[C@H]1O[C@@H]1OC[C@@H](O)[C@H](O)[C@H]1O | 2.9% | -37.4%[27.3 µM] | 12.9 | · | · | · | ·
CCOc1ccc(C(=O)N2CCC(Cc3nc(-c4cnccn4)no3)CC2)cc1OCC | 9.3% | 3.4% | 8.1 | 13.7% | -5.7% | -18.7% | ?
O=C(c1ccc2ccccc2n1)N1CC(c2nnc(-c3ccncc3)o2)C2(CCOCC2)C1 (centres undefined) | -12.6% | i | 21.3 | -16.8% | -5.5% | -4.1% | -2.1%
CO[C@H]1C(=O)N(C(C)C)[C@H]1C1CCN(C(=O)CCc2ccccc2)CC1 | 14.4% | -22.4% | 13.2 | 26.1% | -8.4% | -0.6% | -13.0%
Cc1ccc2c(n1)N(C)[C@H](CO)CCN(Cc1cccc3c1OCO3)C2 | -6.8%[87.6 µM] | i | 7.5 | 5.7%[87.6 µM] | -5.8%[172 µM] | ? | -25.7%[174 µM]
CN(C)CCN(C)[C@H]1[C@@H]2OC[C@@H](O2)[C@@H](NCc2ccc(N(C)C)cc2)[C@@H]1O | -11.9%[87.6 µM] | i | -4.6 | 13.1%[87.6 µM] | -5.5%[172 µM] | -21.3%[172 µM] | -26.3%[174 µM]
Cc1ccc(-n2nc(C)c3c(C)cc(=O)n(CC(=O)Nc4cccc(C)c4C)c32)cc1 | 21.6% | · | -12.9 | -19.9% | · | · | ·
Additional records follow:
SMILES | SNCA viab count | GPT2 inh | IP6K1 inh | SNCA expr inhib | Luciferase inh | HEK cytotox | NIH3T3 tox
CCn1cc(S(=O)(=O)N2CCC3(CC2)CC2C(=O)NCCN2C3)cn1 (centres undefined) | -0.8% | 0.1% | 5.7 | 15.4% | -9.5% | -1.5% | -3.7%
Oc1c(C(c2ccc(Cl)cc2Cl)N2CCN(Cc3ccccc3)CC2)sc2nc(-c3ccco3)nn12 (centres undefined) | 7.1% | · | 5.6 | 2.1% | · | · | ·
Cc1ccc(C2Cn3nnc(C(=O)N4CCN(C(=O)c5c(F)cccc5F)CC4)c3CO2)cc1 (centres undefined) | -2.9% | 2.5% | -23.7 | ? | -20.3% | ? | -39.9%
Cc1nn(C(=O)c2ccc(Br)cc2)c(C)c1Sc1ccccc1 | 12.6% | · | -8.2 | 16.2% | · | · | ·
CN(Cc1cnccn1)C(=O)CC(c1ccccc1)c1ccccc1Cl (centres undefined) | -15.7% | i | 10.5 | -12.4% | -3.3% | ? | -5.6%
CCc1ccccc1N1CC(c2nc3ccccc3n2CCOc2ccc(Cl)c(C)c2)CC1=O (centres undefined) | ? | · | 17.2 | ? | · | · | ·
COCc1noc([C@@H]2CC(F)(F)CN2S(=O)(=O)c2ccccc2)n1 | 4.8% | 0.9% | 11.1 | -0.1% | -3.7% | i | -1.5%
CCC1(N2CCN(C(=O)c3cccc(OC(F)(F)F)c3)CC2)CCN(S(C)(=O)=O)C1 (centres undefined) | 13.8% | i | -6.4 | -6.4% | -6.6% | -29.6% | -22.3%
Cc1ccccc1N1Cc2c(NCc3ccccn3)ncnc2N(C)CC1=O | 22.6% | ? | 3.0 | 3.7% | -4.3% | -12.5% | -25.4%
COc1ccc(NC(=O)CN2C(=O)NC3(CCS(=O)(=O)CC3)C2=O)cc1 | -2.4% | i | 0.0 | 10.5% | 5.8% | 17.5% | 2.7%
CC(C)Oc1ccc(C(=O)N2CCC3(CC2)C(=O)N(C)c2ccccc23)cc1 | 0.4% | i | 3.7 | 5.7% | 7.0% | ? | -9.7%
Cc1cccc2c1nc1n2[C@@H](CNCc2nc3ccccc3n2C)COC1 | -4.5%[87.6 µM] | 4.6%[88.5 µM] | -12.7 | 3.1%[87.6 µM] | 11.1%[172 µM] | ? | 100µM*
COc1cc2c(=O)n(CCc3ccccc3)c(=O)n(CC(=O)Nc3ccccc3)c2cc1OC | 7.9% | · | 3.8 | ? | · | · | ·
COCCN1C(=O)c2cccn2CC1CNC(=O)Nc1ccc(OC)cc1 (centres undefined) | 1.8% | i | 7.1 | -19.8% | 1.0% | i | i
Cc1nn(-c2ccccc2)c2c1C(C1CC1)N(C1CCN(C(=O)C3CC3)C1)C2=O (centres undefined) | · | · | 5.3 | · | · | ? | ?
Cc1ccc(-c2cn3c(n2)CO[C@@H](CNC(=O)c2ccc(Cl)cc2)C3)cc1 | -2.4%[87.6 µM] | -8.2%[88.5 µM] | 10.4 | 11.2%[87.6 µM] | 39.8µM* | ? | ?
Cc1cccc(-c2ccc3c(c2)C(=O)N2CC[C@H](N)[C@H]2C(=O)N3)c1C | 3.6%[87.6 µM] | -3.6%[88.5 µM] | -7.3 | -0.2%[87.6 µM] | 2.1%[172 µM] | -1.2%[172 µM] | -17.3%[174 µM]
Cc1ccccc1-c1noc(CCC(=O)N2CCC3(CCCNC3)C2)n1 (centres undefined) | ? | 1.9% | 37.3 | 20.3% | -19.5% | ? | ?
C=CCOc1c(OC)ccc2c1CN(C(C)C)C(=O)CCN2CC(O)COc1ccc(OC)cc1 (centres undefined) | · | · | -3.8 | · | · | ? | ?
Nc1nc(C2CC(O)C2)cc(N2CCCN(C(=O)c3ccoc3)CC2)n1 (centres undefined) | -28.5% | -1.9%[11.5 µM] | 19.6 | -4.5% | 7.0% | -0.3% | 3.9%
CN(C)c1ncnc2sc3c(c12)CCN(Cc1ccco1)C3 | -2.9% | 4.1% | 2.6 | -3.5% | -4.6% | ? | ?
O=S(=O)(c1cccnc1)N1CC[C@@H]2COCCN(Cc3cccnc3)[C@@H]2C1 | 8.6% | i | -3.4 | 20.6% | · | i | 4.6%
Cc1cc(=O)n(CC(=O)Nc2ccccc2F)c(N2CCc3ccccc3C2)n1 | -6.2% | 4.7% | -1.0 | -15.9% | 7.2% | -29.3% | -22.1%
CC(=O)N1CCC(N(Cc2ccco2)C(=O)Nc2ccc(Br)cc2F)CC1 | 8.8% | · | -5.5 | -6.0% | · | · | ·
COc1ccc(CN[C@H]2C[C@@H](Cc3cc(CN4CCOCC4)on3)C2(C)C)cc1 | 1.6%[87.6 µM] | -1.3%[88.5 µM] | 0.5 | 13.5%[87.6 µM] | 4.3%[172 µM] | i | i

Ordered by molecular weight (low to high): some entries from above
SMILES | SNCA viab count | GPT2 inh | IP6K1 inh | SNCA expr inhib | Luciferase inh | HEK cytotox | NIH3T3 tox
CN(C)c1ncnc2sc3c(c12)CCN(Cc1ccco1)C3 | -2.9% | 4.1% | 2.6 | -3.5% | -4.6% | ? | ?
Cc1ccccc1-c1noc(CCC(=O)N2CCC3(CCCNC3)C2)n1 (centres undefined) | ? | 1.9% | 37.3 | 20.3% | -19.5% | ? | ?
CN(Cc1cnccn1)C(=O)CC(c1ccccc1)c1ccccc1Cl (centres undefined) | -15.7% | i | 10.5 | -12.4% | -3.3% | ? | -5.6%
Cc1ccccc1N1Cc2c(NCc3ccccn3)ncnc2N(C)CC1=O | 22.6% | ? | 3.0 | 3.7% | -4.3% | -12.5% | -25.4%
Cc1ccc(C2Cn3nnc(C(=O)N4CCN(C(=O)c5c(F)cccc5F)CC4)c3CO2)cc1 (centres undefined) | -2.9% | 2.5% | -23.7 | ? | -20.3% | ? | -39.9%

Screening data deposited in PubChem by National Center for Advancing Translational Sciences (NCATS).
